Lipid droplet: hepatic lipid droplet formation modulation | AML12 mouse hepatocytes, oleate lipid droplets, BODIPY imaging | inhibition, % at 6.5 µM | 240,000 tested, 0.4% active;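 active = lipid droplet intensity inhibited by at least 50%, with more than 500 cells counted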
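Technique: fluorescence imaging, 20x objective, two fields per well / Assay system: AML12 hepatocytes (mouse) / Measure: % inhibition of lipid droplet signal / Doses: 6.5 µM single-point dosing / Incubation: overnight exposure / Reagent: 100 µM oleic acid challenge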
Autophagy mod: autophagy modulation, high-content screen; 190,000 tested, 0.98% active; MEF GFP-LC3 puncta imaging; test concentration mostly 10 µM; calls only at 10 µM (by protocol);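 active = percentage of spot-positive cells more than 3 SD above its plate mean, without a fluorescence outlier flag or 80% toxicity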;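 also: spot-positive cell cutoff set from DMSO-treated cells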
Yfh1-depleted yeast: enhancers of respiration in Yfh1-depleted yeast, dose response, Friedreich's ataxia, plus single-dose screen (AID 1465) | S. cerevisiae Yfh1-off respiration, WST-1 reduction, 72 h; higher fold induction means a stronger effect | fold induction at 50 µM; hits with a dose series show EC50 in µM | 220,000 tested, 0.074% active;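 active = fold induction of absorbance versus untreated yeast above a set limit, then at least 30% activation at any dose in follow-up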;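 also: activators that raise dye reduction in frataxin-depleted yeast; strong numbers were not always called active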
ER stress rescue: protection against thapsigargin-triggered cell killing – 384-well, CSM14.1, ATP luminescence, primary screen (AID 1222). 190,000 tested, under 10 active. CSM14.1 thapsigargin-induced death rescue, ATP luminescence; higher % means a stronger effect. one-dose cellular ATP content (survival), % at 20 µM; EC50 in µM for titrated hits;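 active = EC50 below 50 µM in the dose-response confirmation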;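 also: death triggered by thapsigargin at about 15 µM added after 2 h compound pretreatment; cell ATP read after overnight thapsigargin exposure of roughly 18 to 22 hours; normalized against plate controls of thapsigargin alone and 5% DMSO vehicle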
MT stabilizer: microtubule stabilization, imaging screen; HeLa tubulin immunostaining HCS, 24 h; share of cells brighter than vehicle mean+2SD; % tubulin-high responders, % at 10 µM; 200,000 tested, 0.83% active;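 active = plate Z-score above 3 for both tubulin-high and condensed-nucleus cell shares, with cell loss under 80%, at 10 µM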;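 also: anti alpha tubulin signal scored within the nucleus-defined area of each cell; some results filed as inactive read as strong as hits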
P. falciparum M17LAP: P. falciparum M17LAP inhibitors, primary screen, biochemical, fluorogenic H-Leu-NHMec substrate, 1536-well (AID 1619); recombinant M17LAP, H-Leu-NHMec fluorogenic kinetic assay; higher % means a stronger effect; 220,000 tested, 0.38% active; one-dose inhibition, % at 30 µM; IC50 in µM for titrated hits;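 active = compound inhibiting the enzyme by more than half at any dose during confirmatory dose-response retesting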;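 also: plate controls were full reaction with DMSO carrier for no effect and no enzyme background for full effect; strong numbers were not always called active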
M1AAP inhibition: malaria alanyl aminopeptidase activity blockers – biochemical, fluorogenic H-Leu-NHMec substrate, 1536-well (AID 1445). recombinant M1AAP, H-Leu-NHMec fluorogenic kinetic assay; higher % means a stronger effect. one-dose inhibition, % at 30 µM; IC50 in µM for titrated hits. 220,000 tested, 0.42% active;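 active = primary inhibition above the hit cutoff, then over 50% inhibition at one or more dose response concentrations, cut at about 23% in these data, passing the limit was not always enough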;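 also: plate controls were DMSO full reaction for no effect and no enzyme background for full effect; strong numbers were not always called active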
Ins promoter up: MIN6 insulin promoter up-regulation; MIN6 insulin promoter-GFP reporter, high-content imaging; hits give high values; z-score at 5 µM; 190,000 tested, 0.3% active; AID 1625;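 active = z-score above 3 at 5 µM with at least 500 cells counted in the well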
Dynein cargo inh: dynein cargo transport inhibition; 3617.4 mouse cells, GR-EGFP nuclear translocation imaging; test concentration mostly 20 µM; stimulated with dexamethasone, 1 µM; hits give low values; z-score, hits read low; 220,000 tested, 0.47% active; AID 1381;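 active = plate z-score of nuclear minus cytoplasmic receptor signal below a set negative limit, without overly bright fluorescence or cell loss, cut at about -3.5 in these data, passing the limit was not always enough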;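 also: z-score of nuclear minus cytoplasmic ring GR-EGFP intensity difference per well; some compounds called inactive have numbers as strong as hits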
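Also added – dexamethasone, 1.0 µM final · Buffer or medium – tet-free, stripped-serum medium · Schedule – induction 48 h, compound 1 h, agonist 30 min · Detection – formaldehyde fixation, Hoechst nuclear stain, 10x automated fluorescence imaging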
Dynein cargo inh cytoplasmic EGFP: second read-out of Dynein cargo inh, no call of its own (marks repeat the call); z-score; measured here: cytoplasmic GR-EGFP intensity; hits give high values
Dynein cargo inh nuclear GR-EGFP: also measured in Dynein cargo inh; calls as there; z-score; measured here: nuclear GR-EGFP intensity;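 lower value marks the stronger effect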
Dynein cargo inh cell count: second read-out of Dynein cargo inh, no call of its own (marks repeat the call); z-score; measured here: cell count per field
Ins promoter up cell count: further read-out of Ins promoter up, marked with its call; cell count; measured here: cytotoxicity, nuclei count;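 total cells summed across four imaged fields per well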
Lipid droplet cells 6.5 µM: also measured in Lipid droplet; calls as there; cell count; measured here: cell count, cytotoxicity flag;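 cells counted across two imaged fields per well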
MT stabilizer Hoechst-high %: also measured in MT stabilizer; calls as there; % Hoechst-high responders; measured here: nuclear condensation Hoechst responders;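 share of cells brighter than vehicle mean plus two SD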
MT stabilizer cytotoxicity %: second read-out of MT stabilizer, no call of its own (marks repeat the call); toxicity, %; measured here: cytotoxicity by cell density;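 0% = mean cell density of plate MIN control wells and 100% = no cells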
Autophagy mod cell loss 18 h: further read-out of Autophagy mod, marked with its call; toxicity, %; measured here: cell loss, nuclei count;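 cell loss after 18 h compound exposure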
* hit, by the source's call; i = inactive; nt = not tested or not shown.

SMILES	Lipid droplet	Lipid droplet cells 6.5 µM	Autophagy mod	Autophagy mod cell loss 18 h	Yfh1-depleted yeast	ER stress rescue	MT stabilizer	MT stabilizer Hoechst-high %	MT stabilizer cytotoxicity %	P. falciparum M17LAP	M1AAP inhibition	Ins promoter up	Ins promoter up cell count	Dynein cargo inh	Dynein cargo inh cytoplasmic EGFP	Dynein cargo inh nuclear GR-EGFP	Dynein cargo inh cell count
Cc1nn(-c2nc3ccccc3s2)c(N)c1-c1ccc(Cl)cc1	-0.1	707	i	3.9	nt	-1.6%	2.9	2.1	4.9	-9.1%	-0.4%	0.06	950	0.597	-0.145	0.605	-0.679
Cc1ccc(Cn2nnnc2CN2CCC(c3nc4ccc(Cl)cc4[nH]3)CC2)cc1	-19.2	551	i	24.0	i	-0.8%	2.8	2.1	5.3	1.8%	-3.9%	-2.18	1552	-1.86	6.5	0.0348	-0.0583
CCc1ccc(/C=N/n2c(C)cc(C)c(C#N)c2=O)cc1	-4.5	640	i	-3.7	i	-0.2%	2.2	2.8	5.2	20.2%	1.6%	-0.02	1175	0.367	-0.212	0.626	-1.16
O=C(NCC1OCCc2ccccc21)c1cc(COc2c(F)cccc2F)on1 (centres undefined)	19.3	723	i	-43.4	i	3.4%	3.3	1.9	5.2	0.7%	1.1%	-0.3	1459	0.613	-0.229	0.427	-0.409
COc1ccc(-c2cc(-c3ccc(N)cc3)nc(N)c2C#N)cc1OC	-0.8	623	i	0.2	i	-2.4%	0.8	1.1	4.7	nt	nt	0.22	1337	-0.263	-0.22	0.338	0.679
S=c1[nH]nc(-c2cc(-c3ccsc3)n[nH]2)n1-c1cccc2ccccc12	-6.6	666	i	-32.0	i	2.3%	3.0	1.5	3.3	-4.8%	12.1%	-0.72	1488	-0.537	-0.219	-0.153	0.0475
COCC(C)n1c(SCc2cc(=O)n3cc(C)ccc3n2)nc2ccccc2c1=O (centres undefined)	21.2	720	i	11.9	i	10.0%	3.4	2.0	6.7	-7.6%	3.1%	-0.77	1488	1.62	-0.0918	0.562	-0.513
Nc1c(-c2ccccc2)c(CN2CCOCC2)nn1-c1ccc(F)cc1	-12.5	558	i	30.7	i	0.0%	3.9	2.2	8.2	-14.1%	-4.4%	-0.14	1603	0.443	-0.252	0.324	0.0439
NS(=O)(=O)c1ccc(CNC(=O)c2ccccn2)cc1	-6.9	714	nt	nt	i	nt	nt	nt	nt	4.3%	1.8%	0.2	1204	-0.693	-0.268	-0.429	0.73
CNCCCC1Sc2ccccc2Oc2ccccc21 (centres undefined)	2.4	699	i	-2.0	i	-2.4%	5.0	3.0	5.4	-16.2%	-6.5%	nt	nt	8.44	0.258	3.94	-1.47
Cc1ccccc1-n1c(-c2cccnc2)n[nH]c1=S	-6.2	713	i	4.4	i	-1.2%	3.9	2.0	4.6	7.0%	-1.8%	0.48	1204	0.106	-0.211	-0.309	0.254
COc1cccc(NC(=O)Nc2cc(C)ccc2F)c1	nt	nt	i	-53.1	i	-0.8%	3.7	2.1	6.0	-9.4%	3.3%	-1.27	1599	-0.65	-0.417	-0.289	1.05
CCOc1ccccc1N1CCN(C(=O)CCCN2C(=O)c3cccc4cccc(c34)C2=O)CC1	-6.0	674	i	5.0	i	1.1%	3.9	2.5	4.8	-1.2%	3.6%	-0.39	1472	-0.353	-0.193	0.207	0.125
O=C(COc1ccccc1[N+](=O)[O-])Nc1ccc(N2CCN(C(=O)c3cccs3)CC2)cc1	-62.3	711	i	15.5	i	9.3%	3.1	1.8	1.4	-0.2%	-1.3%	-0.48	1434	0.00402	-0.282	-0.198	0.923
CCOC(=O)C1CCN(C(=O)CCn2c(=O)[nH]c3ccccc3c2=O)CC1	nt	nt	i	-7.2	i	-0.8%	1.9	2.1	12.2	-10.3%	5.0%	1.45	1361	-0.361	-0.186	-0.0377	0.0384
COc1cccc(/C=N/NC(=O)Cn2nc(C)c([N+](=O)[O-])c2C)c1O	23.9	674	i	43.1	i	2.5%	9.0	3.0	8.9	3.8%	3.9%	0.43	1458	0.28	-0.216	0.352	0.066
S=C(Nc1ccc2nsnc2c1)N1CCCCC1	13.5	681	i	16.4	i	0.0%	1.7	2.0	2.1	-1.8%	4.1%	-0.22	1404	2.5	-0.202	2.14	-1.94
CCc1nnc(NC(=O)C(NC(=O)c2ccccc2Cl)C(C)C)s1 (centres undefined)	-8.3	665	i	5.9	i	1.4%	3.7	2.6	5.0	20.7%	3.5%	-0.32	1374	0.482	-0.345	0.0825	-0.544
Cc1ccc(CCn2c3c(c4ccccc42)CN(C)CC3)cn1	-1.7	802	i	0.2	i	5.4%	1.7	3.0	11.4	-8.7%	1.4%	1.08	1329	-0.0594	-0.246	0.134	0.744
CC(OC(=O)c1ccc(O)cc1)C(=O)Nc1cc(C(F)(F)F)ccc1Cl (centres undefined)	2.7	788	nt	nt	i	nt	nt	nt	nt	6.0%	6.9%	-1.45	949	0.592	-0.223	0.309	-0.535
Cc1ccccc1CSCCNC(=O)c1ccccc1	-21.5	649	i	4.4	i	-1.0%	2.4	1.7	7.7	3.8%	6.7%	0.26	1346	1.54	-0.287	0.249	-0.457
O=C(Nc1nnc(SCc2ccccc2)s1)c1cc2c(s1)CCCC2	2.7	762	i	5.5	i	-1.2%	1.8	1.2	14.1	-2.2%	-13.4%	0.94	913	1.31	-0.247	0.292	0.00898
O=C(Nc1nccs1)c1cnccn1	-7.0	746	i	1.2	i	3.6%	1.9	2.5	4.9	9.7%	11.2%	-0.08	1277	-0.743	-0.245	-0.174	-0.106
CC(C)[C@H](NS(=O)(=O)c1ccc2c(c1)OCCO2)C(=O)OCC(=O)Nc1cccc(Cl)c1Cl	2.8	569	i	12.3	i	0.4%	3.7	2.1	6.5	-0.7%	1.0%	nt	nt	0.837	-0.264	0.14	-0.37
O=c1[nH]c2ccccc2nc1-c1ccc(Cl)cc1	13.4	686	nt	nt	i	nt	nt	nt	nt	10.6%	9.2%	-0.24	1010	1.15	-0.215	1.07	-1.66
COc1ccccc1N1CCN(CC(O)COCc2cccs2)CC1 (centres undefined)	15.9	653	i	5.4	i	-1.3%	2.8	2.2	5.2	-0.8%	8.8%	0.28	1659	-0.611	-0.1	0.0262	-1.81
O=C1CCCC/C1=C/Nc1ccc2c(c1)OCO2	nt	nt	i	14.1	i	1.8%	3.6	1.9	6.2	21.4%	7.5%	-0.39	1346	0.652	-0.403	0.699	0.311
CC(C)c1ccc(NC(=O)COc2nnc(-c3cccs3)c(-c3cccs3)n2)cc1	6.5	934	i	-4.8	i	0.0%	2.4	1.0	8.7	-0.1%	8.2%	-1.47	876	-1.04	-0.267	0.118	0.693
Nc1ccc(-n2nnnc2CN2CCOCC2)cc1	-14.2	508	i	-2.9	i	-2.1%	2.4	1.3	2.2	-6.2%	4.2%	nt	nt	0.356	-0.202	0.315	0.512
O=C(NC1CCS(=O)(=O)C1)/C(=C\c1ccc(F)cc1)NC(=O)c1ccccc1 (centres undefined)	-4.8	660	i	-8.0	i	1.3%	1.8	1.4	3.5	-6.1%	-11.2%	0.19	1082	3.08	-0.065	1.64	-1.96
COC(=O)CCC(=O)c1oc2ccccc2c1NC(=O)CCCN1C(=O)c2ccccc2C1=O	nt	nt	i	13.9	i	-4.2%	3.9	3.1	6.6	1.2%	-5.7%	1.13	1592	-0.695	-0.334	-0.0363	0.0761
O=[N+]([O-])c1cccc(/C([O-])=C(/C(=S)Nc2cccc3ccccc23)[n+]2ccccc2)c1	0.0	641	i	6.6	i	-0.3%	3.0	2.3	8.7	14.2%	8.2%	-0.33	1273	-0.344	-0.175	-0.0544	-0.0701
COCCN(CCOC)C(=S)Nc1cc(S(=O)(=O)N(C)C)ccc1C	2.3	670	i	-15.7	i	-0.7%	2.9	0.8	12.2	12.7%	5.8%	0	1284	-0.297	-0.345	-0.638	0.588
Cc1ccc(C2Nc3ccccc3C(=O)N2CCN2CCNC2=O)cc1 (centres undefined)	2.6	652	nt	nt	i	nt	nt	nt	nt	-32.2%	5.8%	0.12	997	0.657	-0.194	0.808	-0.616
COc1ccc(NC(=O)c2[nH]c(C)c(C(C)=O)c2C)cc1	8.4	685	i	2.9	i	0.7%	3.2	0.7	2.0	0.7%	0.4%	-0.62	1221	0.467	-0.304	-0.115	0.159
CCCn1nnnc1SCC(=O)NCc1ccc(OC)cc1	-12.0	701	i	14.7	i	-3.1%	2.4	2.8	5.0	2.2%	2.4%	-0.63	1232	-0.0639	-0.211	0.243	-0.0592
Cc1ccsc1/C=N/N=C1\C(=O)Nc2ccccc21	-9.6	572	i	3.3	i	-2.9%	4.8	2.1	3.8	-3.7%	-0.3%	0.01	1192	-1.34	-0.227	-0.448	0.494
CC(/C=N/NC(=O)c1ccc(Br)cc1)=C\c1ccccc1	-3.3	773	i	-1.5	i	-1.4%	1.5	0.7	4.8	0.9%	14.9%	0.19	798	1.15	-0.228	0.897	0.35
O=C(NC1CCCC1)c1cnn2c(C(F)(F)F)cc(-c3ccco3)nc12	nt	nt	i	-12.5	i	0.3%	1.8	1.0	2.8	3.1%	9.2%	-1.51	1430	-0.766	-0.197	-0.399	0.307
COc1ccccc1CC(=O)Nc1ccc(O)cc1C(=O)O	-3.9	739	i	0.5	i	-2.2%	2.2	1.5	2.6	13.0%	9.7%	-0.72	1311	-1.06	-0.262	-1.19	1.09
